Source: PubChem BioAssay
Jurkat tox 60K: reduces viability or proliferation of Jurkat cells; 1.2% of 56,000 active; inhibition, % at 4 µM; AID 463; Jurkat E6.1 viability, ATP luminescence, 48 h;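 active = inhibition above the mean inhibition of all tested compounds plus 3 SD, cut at about 28% in these data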
S1P3 ag: S1P3 (human) receptor agonism | activation, % at 4.5 µM | S1P3 NFAT-BLA reporter cells, FRET ratio; relative to 1 µM S1P, basal subtracted | 0.1% of 60,000 active;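 active = activation above the screen-wide mean plus 3 SD, cut at about 4.5% in these data, passing the limit was not always enough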; also: some compounds called inactive have numbers as strong as hits
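Assay system: stable CHO line with human S1P3, Gα16, NFAT-BLA reporter; Detection: FRET β-lactamase substrate fluorescence, excitation 405 nm, 460/535 nm emission ratio, background-subtracted; Read-out: percent activation versus median 1 µM S1P response, basal-subtracted, per plate; Incubation: cells plated overnight, compound 4 h 37 °C, substrate 2 h RT.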
M1 antag: blocks the rat M1 muscarinic receptor response to acetylcholine; P08482; CHO-M1 cells, Fluo-4 calcium, ACh EC80 antagonist mode; active compounds read low; B-score at 10 µM; 3.4% of 64,000 active;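 active = calcium fluorescence response, raw or row-and-column corrected B-score, differing from the plate sample mean either way at a set confidence level, mostly lower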
Target sequence (P08482 whole entry, looked up): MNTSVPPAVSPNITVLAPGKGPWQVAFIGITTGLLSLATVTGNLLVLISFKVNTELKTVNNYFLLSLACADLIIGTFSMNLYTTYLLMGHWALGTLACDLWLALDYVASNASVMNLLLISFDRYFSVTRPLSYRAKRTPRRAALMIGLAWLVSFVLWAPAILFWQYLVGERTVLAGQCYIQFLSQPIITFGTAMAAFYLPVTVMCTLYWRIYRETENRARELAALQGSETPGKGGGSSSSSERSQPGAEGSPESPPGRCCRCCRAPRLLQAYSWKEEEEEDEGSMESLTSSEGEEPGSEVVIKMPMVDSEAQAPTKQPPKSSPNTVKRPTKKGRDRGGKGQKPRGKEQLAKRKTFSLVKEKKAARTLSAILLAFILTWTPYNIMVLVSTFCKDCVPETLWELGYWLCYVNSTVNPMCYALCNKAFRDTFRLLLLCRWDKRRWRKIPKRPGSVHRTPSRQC
D1 allo mod: D1 dopamine receptor (human) allosteric modulation | HEK293 D1, CRE-luciferase, dopamine EC30 potentiation; actives deviate in either direction | B-score at 10 µM | 5.9% of 58,000 active | P21728 | AID 641;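 active = luminescence count or its row- and column-corrected plate score outside the 99.7% band of the plate's sample wells, on either side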
S1P1 ag-PAM: activates or potentiates agonism at human S1P1 receptor | 0.57% of 56,000 active | P21453 | activation, % at 9.5 µM | AID 449 | S1P1 CRE-bla cells, forskolin, beta-lactamase FRET, potentiator mode; S1P1 agonist co-added at EC20, 2 nM; 100% = saturating reference agonist, 0% = basal;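 active = activation above a cutoff set at the mean activation of all tested compounds plus 3 SD, cut at about 54% in these data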;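 also: forskolin at 4 µM as EC80 and the EC20 agonist is SEW2871; 100% = SEW2871 at its EC100 plus forskolin at EC80; some compounds past the cut are filed as inactive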
HEK293 NFkB inh: inhibitors of the PMA/ionomycin-induced NF-kB reporter in HEK293 cells; inhibition, % at 3 µM; HEK-293 NF-kB luciferase reporter, luminescence; 0.21% of 62,000 active;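 active = inhibition above the mean of all tested compounds plus 3 SD, cut at about 40% in these data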;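 also: 0% = stimulated DMSO wells and 100% = 10 µM reference inhibitor 5653914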
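Reagent: PMA plus ionomycin mix as NF-kB-activating stimulus. Assay system: NF-kB luciferase reporter HEK-293 cells. Technique: luminescence from luciferase substrate reagent. Incubation: 1 h compound pre-incubation, 16 h PMA/ionomycin at 37 °C. Benchmarks: DMSO only as uninhibited control, 10 µM reference inhibitor as full inhibition. Repeats: tested once.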
Ec RNAP inh: blocks E. coli RNA polymerase transcription; 0.2% of 62,000 active; fluorescence transcription assay; inhibition, %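 (tested at 10 µM)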; AID 559; in the data active = inhibition above about 20%;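 also: 0% = enzyme without compound and 100% = no enzyme blank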
TNAP act DEA: human TNAP activation, intermediate phosphate acceptor; activation factor at 20 µM; 64,000 tested, under 10 active; P05186; purified TNAP, CDP-star luminescence, 100 mM DEA, 30 min; active compounds read high; scale: 0 levamisole-inhibited, 1 vehicle-only enzyme;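 active = activation factor of at least 2 at 20 µM, relative to controls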
Target sequence (P05186 whole entry, looked up): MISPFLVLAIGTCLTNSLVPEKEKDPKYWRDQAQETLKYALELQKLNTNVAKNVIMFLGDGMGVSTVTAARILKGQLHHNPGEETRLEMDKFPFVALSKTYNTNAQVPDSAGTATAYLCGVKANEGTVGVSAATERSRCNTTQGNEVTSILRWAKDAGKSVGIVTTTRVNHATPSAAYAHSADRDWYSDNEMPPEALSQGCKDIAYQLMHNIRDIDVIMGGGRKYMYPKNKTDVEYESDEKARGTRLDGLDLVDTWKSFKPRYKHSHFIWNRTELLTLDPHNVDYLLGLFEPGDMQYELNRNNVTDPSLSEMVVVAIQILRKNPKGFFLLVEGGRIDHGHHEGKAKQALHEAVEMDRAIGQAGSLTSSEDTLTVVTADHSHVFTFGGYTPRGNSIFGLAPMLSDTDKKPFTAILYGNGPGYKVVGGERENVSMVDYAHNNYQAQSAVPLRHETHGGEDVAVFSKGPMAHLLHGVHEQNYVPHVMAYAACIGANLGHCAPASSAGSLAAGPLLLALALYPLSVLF
M1 agonist: agonists of M1 muscarinic receptor; CHO-M1 cells, Fluo-4 calcium fluorescence, agonist mode; active compounds read high; 3% of 64,000 active; B-score at 10 µM; AID 626;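 active = fluorescence rise, raw or as B-score row- and column-corrected plate score, outside the 99.7% band of its plate's samples, either direction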
An asterisk follows results filed as active; x = no result given. Rows are unselected. About 12% of those tested had a hit in this group.

SMILES	Jurkat tox 60K	S1P3 ag	M1 antag	D1 allo mod	S1P1 ag-PAM	HEK293 NFkB inh	Ec RNAP inh	TNAP act DEA	M1 agonist
Cc1ccnc(N2CCC(C(=O)Nc3nnc(C)s3)CC2)n1	-3.7	0.2	0.838	0	-23.6	3.4	6.3	0.9	1.38
O=C(CN1CCN(C(c2ccccc2)c2ccccc2)CC1)NC(=O)NCc1ccco1	-0.8	0.1	-0.507	0.334	22.3	15.9	4.8	0.9	-3.17*
COc1cc(OC)c2c(C)c(Cl)c(=O)oc2c1	-3.0	-0.1	-0.358	1.33	-12.4	14.7	-14.4	0.9	0.0794
Cn1c(=O)c2c(nc3sccn32)n(C)c1=O	x	x	0.247	-1.24	x	7.7	4.6	1	0.743
O=C(O)C(CCCCN1C(=O)C2C3C=CC(C3)C2C1=O)N1C(=O)C2C3C=CC(C3)C2C1=O (configuration not stated)	-9.3	0.8	0.714	-0.316	-10.6	-2.3	3.6	1	0.013
COc1ccccc1N1CCN(C(=O)CSc2nc3ccccc3c(=O)n2CC2CCCO2)CC1 (configuration not stated)	0.1	-0.4	-2.56	-1.46	8.5	18.5	2.4	1	9.71*
Cc1nnc(NC(=O)c2ccc(C)c(S(=O)(=O)N3CCCCCC3)c2)s1	-1.0	-0.6	0	-2.32	x	8.6	8.9	0.9	0.75
CCCC(=O)NC1C2CC3CC(C2)CC1C3 (configuration not stated)	7.3	-0.7	0.467	1.09	x	23.3	-3.3	0.9	-0.0533
c1ccc(-n2nnnc2Oc2ccc(-c3nnco3)cc2)cc1	3.0	0.0	0.0752	0.00542	19.2	9.4	-0.5	0.9	0.302
CCN1C(=O)C2(C(C#N)=C(N)Oc3n[nH]c(C(C)C)c32)c2ccccc21 (configuration not stated)	0.2	0.3	-0.00339	-0.0448	-6.1	-10.5	6.0	0.9	0.0433
Cn1c(SCC(=O)NCc2ccccc2)nc2ccccc21	x	0.7	0.535	-0.46	-3.2	x	1.9	0.9	0.244
COc1ccccc1CNC(=O)c1cnc2ccccn2c1=O	-1.3	0.4	0.0773	0.114	-18.1	4.5	6.9	0.9	-0.33
CCCC(C)C(=O)NCc1ccccc1OC (configuration not stated)	11.1	-1.1	-0.129	-0.634	-10.4	16.1	0.9	1	-0.189
O=c1c2ccccc2nnn1CSc1nnc(COc2ccc(Cl)cc2)n1Cc1ccco1	-2.6	-0.1	-1.07	0.278	12.4	14.5	-0.9	0.9	-1.41
COc1cc2c(cc1OC)-c1cc(NC3CCCCC3)nc(=O)n1CC2	-6.0	2.2	1.09	x	-62.5	15.8	7.5	0.8	0.392
COc1cc(Cl)c(C)cc1NC(=O)CSc1nnc(-c2cccnc2)n1Cc1ccco1	x	x	1.15	0.544	x	12.1	-1.2	0.9	-0.681
O=C(COc1ccc2oc(-c3ccccc3)cc(=O)c2c1)NCc1ccco1	4.7	0.4	0.0317	-0.855	4.6	10.5	6.3	1	-0.808
CN1C(=O)C2(c3ccccc31)N(C)CC(c1ccccn1)C21SC(=S)N(Cc2ccco2)C1=O (configuration not stated)	2.6	-1.2	-0.158	-0.839	-32.1	8.9	-2.9	1	-0.626
Cc1cc(C(F)F)n2nc(C(=O)O)nc2n1	x	x	0.567	0.392	x	20.7	3.2	0.9	0.11
COc1ccc(C(C)(C)C)cc1NC(=O)COC(=O)c1cnc(C)cn1	x	x	0.802	x	x	19.8	4.6	1	-0.00469
Cc1ccc(C(c2nnnn2C(C)(C)C)N(Cc2ccco2)Cc2cccs2)cc1 (configuration not stated)	3.8	-1.9	0.188	-2.18	-14.3	11.0	1.7	1	6.46
Cc1ccc(S(=O)(=O)N2CCN(Cc3cccc(C)c3O)CC2)cc1	-3.8	-0.5	1.06	0.889	4.1	16.8	7.5	0.9	-0.251
CCCSc1nnc2n(C)c(=O)c3c4c(sc3n12)CCC4	x	-3.5	-0.348	x	-20.8	x	-4.0	0.9	1.22
O=S(=O)(NCc1ccc2c(c1)OCO2)c1cccc2cccnc12	0.9	-1.1	0.784	0.755	-0.2	10.8	7.4	0.9	-0.103
CC(=O)OCCOc1nc(N(C)C)nc(N(C)C)n1	-1.9	-1.0	0.277	0.187	-15.3	1.8	5.4	0.8	0.25

A draw from above in order of molar mass, rising.
SMILES	Jurkat tox 60K	S1P3 ag	M1 antag	D1 allo mod	S1P1 ag-PAM	HEK293 NFkB inh	Ec RNAP inh	TNAP act DEA	M1 agonist
Cc1cc(C(F)F)n2nc(C(=O)O)nc2n1	x	x	0.567	0.392	x	20.7	3.2	0.9	0.11
COc1cc(OC)c2c(C)c(Cl)c(=O)oc2c1	-3.0	-0.1	-0.358	1.33	-12.4	14.7	-14.4	0.9	0.0794
CC(=O)OCCOc1nc(N(C)C)nc(N(C)C)n1	-1.9	-1.0	0.277	0.187	-15.3	1.8	5.4	0.8	0.25
COc1ccc(C(C)(C)C)cc1NC(=O)COC(=O)c1cnc(C)cn1	x	x	0.802	x	x	19.8	4.6	1	-0.00469
Cc1ccc(S(=O)(=O)N2CCN(Cc3cccc(C)c3O)CC2)cc1	-3.8	-0.5	1.06	0.889	4.1	16.8	7.5	0.9	-0.251
COc1cc(Cl)c(C)cc1NC(=O)CSc1nnc(-c2cccnc2)n1Cc1ccco1	x	x	1.15	0.544	x	12.1	-1.2	0.9	-0.681

(further entries)
SMILES	Jurkat tox 60K	S1P3 ag	M1 antag	D1 allo mod	S1P1 ag-PAM	HEK293 NFkB inh	Ec RNAP inh	TNAP act DEA	M1 agonist
CCC(c1nnnn1Cc1ccco1)N1CCN(C(=O)c2ccco2)CC1 (configuration not stated)	-1.3	-1.6	0.0551	-0.436	-2.5	2.3	4.9	0.9	-0.257
N#CC1=C(N)Oc2n[nH]c(-c3cccs3)c2C1c1ccco1 (configuration not stated)	-5.1	-0.5	-0.169	1.51	5.5	9.2	6.0	0.8	37.3*
CC(=NCc1ccc2c(c1)OCO2)C1=C(O)c2ccccc2C1=O	-4.8	0.2	0.219	0.0733	9.9	4.5	6.8	0.9	-0.0346
COc1ccc(Cc2nn3c(-c4ccccc4OC)nnc3s2)cc1	2.1	-1.0	-0.0882	0.931	-7.1	1.1	9.8	0.8	1.66
CC(=O)N1CCN=C1SCc1ccccc1	-3.7	-0.5	-0.313	1.7	7.6	12.6	6.9	0.9	-0.786
O=C(Cc1c(O)c2ccccc2[nH]c1=O)OC1CCCCC1	2.8	-1.2	1.27	2.23	3.3	11.5	7.5	1	0.00404
CC1CCCC(C)N1C(=O)CN1C(=O)C(C)(C)Oc2ccc(C(=O)NC3CCCC3)cc21 (configuration not stated)	x	x	0.628	x	x	21.3	5.7	1	0.0983
Cc1cccc(OCCCC(=O)O)c1C	-4.9	-0.2	-0.254	0.428	x	-2.4	3.0	0.9	0.167
c1ccc2c(c1)Cc1cc(CN3CCOCC3)ccc1-2	-4.9	-1.0	-0.861	-0.741	3.5	-19.8	5.7	0.9	-1.98
N#CC(C(=O)OCc1ccccc1)c1nc2ccccc2nc1N1CCOCC1 (configuration not stated)	-2.3	-0.3	-0.981	0.754	0.0	14.3	5.9	0.8	0.356
CCOC(=O)C(NC(=O)N1CCCCC1)(c1ccccc1)C(F)(F)F (configuration not stated)	-2.3	-0.4	0.23	0.16	-16.6	6.2	-2.1	0.9	0.885
Cn1c(=O)[nH]c(=O)c2c1nc(Br)n2CCOc1ccccc1	11.7	-0.8	0.000886	0.842	-17.1	9.8	7.1	0.9	0.0967
Cc1ccc(-n2nnnc2SCc2nnc(-c3ccccc3Br)o2)c(C)c1	11.1	0.7	-0.605	-0.617	9.6	-6.0	-8.0	1	-0.61
CCn1nnnc1-c1ccc(OC)c(S(=O)(=O)N2CCCCC2)c1	-8.3	-0.1	0.0625	0.314	-9.6	16.5	11.9	0.8	-0.421
O=C(COC(=O)Cc1cn2ccsc2n1)NC12CC3CC(CC(C3)C1)C2	-7.9	-1.5	-0.0623	0.286	-25.1	0.8	-5.1	0.9	-0.726
Cc1nc2c(C(=O)O)cnn2c(C)c1Cc1ccccc1F	x	x	0.159	-0.592	x	17.2	-12.9	0.9	0.0809
COc1cccc(/C(O)=C2\C(=O)C(=O)N(c3ccccn3)C2c2ccccc2OC)c1 (configuration not stated)	x	-2.8	0.0154	-0.00446	-14.5	x	4.2	1	-0.338
Oc1ccccc1C1=Nc2ncnn2C(c2ccc(F)cc2)C1 (configuration not stated)	3.9	-0.9	-0.169	1.51	-10.1	11.3	7.7	0.8	0.0824
Cc1ccc(OCc2nc(C#N)c(NCc3ccco3)o2)cc1	x	x	-0.00974	0.457	x	2.6	-6.2	0.9	0.179
CCN1CCN(/C=N/c2nc(C)cs2)CC1	-2.5	-1.2	-0.49	0.064	-9.2	5.9	9.9	1	-0.952
OCCSc1nncn1/N=C/c1c[nH]c2ccccc12	-5.3	-0.8	-0.243	-0.424	-10.0	7.1	1.6	0.9	-0.242
Cc1ccc(-n2c(SCC(=O)OC(C)C)nnc2-c2ccccn2)cc1	8.4	-1.4	0.107	-0.721	7.6	16.6	-8.9	1.1	0.57
O=C(Cn1cnc2c(cnn2-c2ccc(F)cc2)c1=O)N1CCN(c2ccccc2)CC1	-1.9	-1.6	1.05	-0.293	12.8	13.6	9.7	0.9	-0.283
CCCC(=O)Nc1ccc(Cl)c(NC(=O)C(C)(C)C)c1	-4.7	0.0	0.0328	-0.0616	16.3	13.9	6.0	0.9	-0.431
CCOC(=O)N1CCC(N2CCN(S(=O)(=O)c3ccc(NC(C)=O)cc3)CC2)CC1	x	x	0.0389	-0.376	x	15.5	8.0	0.9	-1.29
COc1ccc(C(=O)N2CCCC(c3nc(-c4ccc(OC)c(OC)c4)no3)C2)c(OC)c1 (configuration not stated)	7.1	-1.2	-0.0702	x	54.7	21.2	6.0	0.9	-0.351
COc1cc(NC(=O)CSc2nc3ccccc3c(=O)n2C)ccc1NC(=O)c1ccco1	-1.8	0.2	0.0896	-0.0212	-21.1	11.1	7.2	0.9	-0.103
CCn1nnnc1SCC(=O)N1CCOCC1	-5.0	-0.2	-0.0307	-0.596	-4.9	10.3	-0.9	0.9	-0.191
CC1CCN(C(=O)CSc2ccc3nnc(-c4ccc(F)cc4)n3n2)CC1	-5.8	-0.7	0.391	-0.107	3.8	8.7	7.1	0.9	-0.668
